NLRP3 yeast inh – NALP3 inflammasome inhibitors in reconstituted yeast, primary screen, luminescence, uHTS; Yeast reconstituted NLRP3/ASC/caspase-1, beta-gal luminescence, 24 h; inhibition, % at 10 µM; actives 0.39% (n = 330,000); AID 2825, 2010;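 active means inhibition of 50% or more; inactive means inhibition below 50%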;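 further: plate controls were induced DMSO wells for no effect and uninduced yeast grown without galactose for full effect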
mIAP inh – inhibitors of mouse IAP, primary screen, biochemical, luminescence, uHTS | purified mouse IAP, CDP-Star luminescence, 30 min | intestinal alkaline phosphatase [Mus musculus] | actives 0.2% (n = 330,000) | inhibition, % at 10 µM;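 active means inhibition of at least 40% at 10 µM in the primary screen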;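 further: plate controls were DMSO with enzyme for no effect and no enzyme wells for full effect; values of inactives mirror those of a sister screen read the other way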
A3A deaminase – APOBEC3A ssDNA deaminase inhibitors, primary screen, selectivity assay for APOBEC3G inhibitor project, biochemical, FAM/TAMRA oligo cleavage fluorescence; recombinant A3A, FAM/TAMRA ssDNA deamination fluorescence; inhibition, % at 20 µM; actives 0.41% (n = 330,000); AID 493011, 2011;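 active means at least 40% inhibition at 20 µM here, with at most 30% in a related deaminase screen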;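 further: plate controls were A3A with DMSO for no effect and wells lacking A3A enzyme for full effect; some results filed as inactive read as strong as hits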
Target sequence (P31941 whole entry, looked up): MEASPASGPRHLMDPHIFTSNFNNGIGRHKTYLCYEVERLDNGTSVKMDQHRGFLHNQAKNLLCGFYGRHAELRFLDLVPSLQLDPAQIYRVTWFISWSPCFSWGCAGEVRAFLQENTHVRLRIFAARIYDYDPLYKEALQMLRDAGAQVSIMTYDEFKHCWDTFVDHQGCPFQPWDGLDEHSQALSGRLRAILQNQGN
beta cell repl – inducers of MIN6 beta-cell proliferation, primary screen, ATP luminescence, uHTS. MIN6 cells proliferation, ATPlite luminescence, 48 h; cells starved in 0.2% serum; 100% = growth in 10% serum. proliferation, % at 10 µM. actives 0.29% (n = 330,000). AID 2380, 2010;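 active means compounds whose signal lies at least 3.5 SD above the mean of all wells on their plate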;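 further: 0% = DMSO-treated cells in low-serum medium and 100% = 10% serum control; some compounds called inactive have numbers as strong as hits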
mIAP act – activators of mouse IAP, primary screen, biochemical, luminescence, uHTS; actives 0.24% (n = 330,000); activation factor at 10 µM; muIAP, CDP-Star luminescence, 30 min; stronger effect = higher value; 1 = vehicle-only enzyme signal, 0 = enzyme-free wells; intestinal alkaline phosphatase [Mus musculus];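 active means activation factor of at least 2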; further: the source names both 10 and 20 µM as test concentration; values of inactives mirror those of a sister screen read the other way
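Assay system: mouse IAP enzyme; Reagent: CDP-Star chemiluminescent phosphatase substrate; Compound: DMSO-dissolved test compounds; Incubation: 30 min, room temperature; Technique: luminescence from enzymatic CDP-Star hydrolysis; Controls: DMSO-only wells and no-enzyme negative control.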
hIAP block – human IAP inhibitors, primary screen, biochemical, luminescence, uHTS; inhibition, % at 10 µM; actives 0.12% (n = 330,000); Intestinal-type alkaline phosphatase (Homo sapiens), P09923; purified IAP, CDP-Star luminescence, 30 min;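 active means inhibition reaching a set limit with compound at 10 µM in the primary screen, cut at about 35% in these data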;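 further: plate controls were DMSO wells with enzyme for no effect and no-enzyme buffer wells for full effect; values of inactives mirror those of a sister screen read the other way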
Target sequence (P09923 whole entry, looked up): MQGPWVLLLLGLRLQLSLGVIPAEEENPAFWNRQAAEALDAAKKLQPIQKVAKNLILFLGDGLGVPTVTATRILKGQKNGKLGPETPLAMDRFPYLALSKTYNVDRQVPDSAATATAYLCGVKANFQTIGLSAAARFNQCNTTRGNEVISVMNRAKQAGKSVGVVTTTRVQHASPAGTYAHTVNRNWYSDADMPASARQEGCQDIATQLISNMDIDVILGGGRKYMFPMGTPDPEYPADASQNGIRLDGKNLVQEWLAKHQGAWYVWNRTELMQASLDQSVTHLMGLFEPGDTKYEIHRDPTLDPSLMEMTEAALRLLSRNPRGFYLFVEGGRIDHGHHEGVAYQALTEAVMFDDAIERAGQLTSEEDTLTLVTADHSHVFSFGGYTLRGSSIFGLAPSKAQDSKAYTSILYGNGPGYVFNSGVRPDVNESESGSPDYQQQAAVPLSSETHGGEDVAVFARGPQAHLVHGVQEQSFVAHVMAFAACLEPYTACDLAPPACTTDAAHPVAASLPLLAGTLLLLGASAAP
A3G deaminase – APOBEC3G DNA deaminase inhibitors, primary screen, biochemical, fluorescence, single-stranded DNA substrate, uHTS. DNA dC->dU-editing enzyme APOBEC-3G (Homo sapiens), Q9HC16. recombinant A3G, ssDNA deamination FAM/TAMRA fluorescence. inhibition, % at 20 µM. actives 0.28% (n = 330,000). AID 493012, 2011;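 active means inhibition of at least 40% at 20 µM, with no more than 30% in the related APOBEC3A deaminase screen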;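 further: plate controls were DMSO wells with A3G for no effect and wells lacking A3G enzyme for full effect; some compounds called inactive have numbers as strong as hits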
Target sequence (Q9HC16 whole entry, looked up): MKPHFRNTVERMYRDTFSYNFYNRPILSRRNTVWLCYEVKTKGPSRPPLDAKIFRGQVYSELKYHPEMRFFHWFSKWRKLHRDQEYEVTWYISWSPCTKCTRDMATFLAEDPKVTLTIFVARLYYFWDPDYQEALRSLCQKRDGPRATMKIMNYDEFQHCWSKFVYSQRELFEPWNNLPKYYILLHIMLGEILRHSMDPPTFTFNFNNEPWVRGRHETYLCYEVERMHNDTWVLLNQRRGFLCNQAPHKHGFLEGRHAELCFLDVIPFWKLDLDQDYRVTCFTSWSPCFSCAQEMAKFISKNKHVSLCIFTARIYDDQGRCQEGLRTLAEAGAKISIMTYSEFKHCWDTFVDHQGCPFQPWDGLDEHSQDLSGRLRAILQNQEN
TIM10 inh – growth inhibitors of isogenic TIM10 control yeast, primary screen, counter-screen for tim10-1 yeast inhibitor project, luminescence, uHTS; S. cerevisiae TIM10 strain growth, BacTiter-Glo luminescence, 24 h; inhibition, % at 10 µM; actives 1.4% (n = 330,000); AID 463195, 2010;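 active means inhibition of 40% or more at the single tested concentration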;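 further: wild-type TIM10 isogenic control strain grown at permissive 25 °C; 0% = DMSO yeast wells and 100% = minimal medium wells without yeast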
tim10-1 inh – growth inhibitors of tim10-1 mutant yeast, primary screen, luminescence, uHTS; inhibition, % at 20 µM; S. cerevisiae tim10-1 ts strain growth, BacTiter-Glo, 24 h; actives 2.2% (n = 330,000);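 active means inhibition of at least 40%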;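 further: mutant grown at 25 °C; 0% = DMSO wells with yeast and 100% = wells holding no yeast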
An asterisk follows results filed as active.

Sample of the layout (4 entries):
SMILES | NLRP3 yeast inh | mIAP inh | A3A deaminase | beta cell repl | mIAP act | hIAP block | A3G deaminase | TIM10 inh | tim10-1 inh
CCCCNC(=O)C1CC(c2cccc([N+](=O)[O-])c2)=NO1 (stereo not given) | 33 | -12 | -1 | -4 | 1.1 | 2 | 23 | -11 | -16
CCOCCCn1c(C)nc2c[n+](CC(=O)c3ccc4ccccc4c3)cc(Br)c21 | 10 | -10 | -5 | -2 | 1.1 | -3 | -6 | -3 | 17
CCOC(=O)C1CCCN(CC(=O)Nc2c(C(=O)OC)[nH]c3ccccc23)C1 (stereo not given) | 7 | 3 | -1 | 1 | 0.97 | -8 | -3 | 7 | 27
O=C(NNC(=O)c1ccc2c(=O)n3c(nc2c1)CCC3)c1ccc(Cl)cc1 | 12 | -1 | -2 | -3 | 1 | -7 | 0 | 4 | -10

The listing, from the start:
SMILES | NLRP3 yeast inh | mIAP inh | A3A deaminase | beta cell repl | mIAP act | hIAP block | A3G deaminase | TIM10 inh | tim10-1 inh
CCCCNC(=O)C1CC(c2cccc([N+](=O)[O-])c2)=NO1 (stereo not given) | 33 | -12 | -1 | -4 | 1.1 | 2 | 23 | -11 | -16
CCOCCCn1c(C)nc2c[n+](CC(=O)c3ccc4ccccc4c3)cc(Br)c21 | 10 | -10 | -5 | -2 | 1.1 | -3 | -6 | -3 | 17
CCOC(=O)C1CCCN(CC(=O)Nc2c(C(=O)OC)[nH]c3ccccc23)C1 (stereo not given) | 7 | 3 | -1 | 1 | 0.97 | -8 | -3 | 7 | 27
O=C(NNC(=O)c1ccc2c(=O)n3c(nc2c1)CCC3)c1ccc(Cl)cc1 | 12 | -1 | -2 | -3 | 1 | -7 | 0 | 4 | -10
C=CCn1c(SCC(O)Cn2c3ccccc3c3ccccc32)nnc1-c1ccco1 (stereo not given) | 15 | -21 | -2 | -6 | 1.2 | 0 | -1 | -46 | -5
CCCCNC(=O)c1nnn(-c2ccccc2)c1N | 8 | 4 | -1 | -3 | 0.95 | -14 | -2 | 3 | -4
Cc1ccc2c(c1)oc(=O)n2CC(=O)c1ccccc1 | -1 | -5 | -2 | 0 | 1 | 7 | -5 | 22 | 18
O=C(Cn1cc(C(F)(F)F)ccc1=O)N/N=C/c1ccc(F)cc1 | -13 | -16 | -9 | -3 | 1.2 | 6 | -10 | -7 | 14
COc1ccc(NC(=O)C(C)(C)Oc2ccc(Cl)cc2)cn1 | 28 | -5 | 0 | -4 | 1 | -7 | -4 | 3 | 5
COc1cc(C(=O)NCC(c2cccnc2)N2CCN(C)CC2)cc(OC)c1OC (stereo not given) | 6 | -3 | 2 | -3 | 1 | -1 | 3 | -8 | 11
CN=Cc1nc(-c2ccccc2)oc1O | 15 | -3 | -7 | -2 | 1 | 1 | -2 | 6 | 20
Cc1cc(C(=O)N/N=C/c2cccs2)n[nH]1 | -3 | -7 | 0 | 2 | 1.1 | -29 | -4 | -18 | -20
O=S1(=O)CC(N2CCOCC2)c2ccccc21 (stereo not given) | 11 | -5 | 1 | -1 | 1.1 | -18 | 2 | -8 | -15
CC(=O)NS(=O)(=O)c1ccc(N=c2ssc3c2-c2ccc(C)cc2NC3(C)C)cc1 | -12 | 1 | -8 | -1 | 0.99 | 4 | -8 | -2 | 22
O=[N+]([O-])c1ccc(Cl)c(C2Nc3cccc4cccc(c34)N2)c1 | 14 | 15 | -2 | -6 | 0.85 | 10 | -4 | 22 | 22
CCCc1[nH]n(-c2ccc([N+](=O)[O-])cc2)c(=O)c1C=NCCN1CCNCC1 | 31 | 7 | -2 | -1 | 0.93 | 9 | -11 | 21 | 10
COCCCn1c(C)c(C(C)=O)cc(NC(=O)c2ccccc2)c1=O | 12 | -3 | 3 | -4 | 1 | -1 | -4 | -5 | 0
COCCn1c(CN2CCN(C(=O)c3ccco3)CC2)nc2c1c(=O)n(C)c(=O)n2C | 8 | -10 | -10 | -3 | 1.1 | -2 | -10 | -8 | -2
COc1ccc(C2c3c(oc4ccccc4c3=O)C(=O)N2CC2CCCO2)cc1 (stereo not given) | 20 | -4 | -5 | -3 | 1 | -18 | 0 | 5 | -6
O=S(=O)(NCc1ccccc1)c1ccc(NC(=S)NCc2ccco2)cc1 | 5 | 21 | 1 | -5 | 0.79 | 11 | -1 | 11 | 18
CC(=O)C(Cc1ccccc1)NC(=O)CCl (stereo not given) | 3 | 3 | 3 | -4 | 0.97 | -8 | -5 | 6 | 4
COc1ccc(/C(C)=N/NC(=S)NCCc2ccccc2)cc1 | 21 | -2 | -6 | -7 | 1 | -51 | -2 | 47* | 41*
CCCCn1c(N)c(N(CC)C(=O)C2=COCCO2)c(=O)[nH]c1=O | 1 | 6 | 3 | -1 | 0.94 | -4 | -9 | -4 | -18
CSc1ncccc1C(=O)OCC(=O)NC1CCC(C)CC1 (stereo not given) | 26 | 6 | -2 | -1 | 0.94 | -6 | -2 | -12 | -4
COc1cc(C2Nc3ccc4ncccc4c3C3=C2C(=O)CCC3)cc(OC)c1OC (stereo not given) | 13 | -5 | 8 | -1 | 1.1 | 3 | -2 | 13 | 16
O=[N+]([O-])c1cc(S(=O)(=O)NCCc2ccccn2)ccc1Cl | 2 | -2 | -3 | -4 | 1 | 3 | -7 | 11 | 9
CCc1cccc(C)c1NC(=O)C1CCCO1 (stereo not given) | 13 | -1 | -5 | -4 | 1 | 3 | -5 | 14 | 2
CCc1cc(=O)oc2cc(OC(C)C(=O)NCCCn3ccnc3)ccc12 (stereo not given) | 4 | 4 | -4 | 9 | 0.96 | 13 | -3 | -8 | 15
O=C(Nc1ccccc1)n1ccc(-c2ccc(-n3ccnc3)cc2)n1 | -13 | -8 | -1 | 4 | 1.1 | -6 | -2 | 13 | -1
O=C(NCc1ccccc1)N[C@@H](Cc1ccccc1)C(=O)O | 5 | 6 | 3 | 7 | 0.94 | 3 | -1 | -3 | 4
S=C(c1ccccc1)N(c1ccccc1)c1ccccc1 | -1 | 11 | 2 | 5 | 0.89 | -9 | -1 | 20 | 35
COc1ccc([N+](=O)[O-])cc1NC(=O)COC(=O)c1ccc(O)cc1 | 3 | -5 | -8 | -1 | 1 | -7 | -2 | -24 | -13
CCn1cnc2cc(NCc3ccc(Cl)cc3)ccc21 | 22 | 8 | -6 | 5 | 0.93 | -1 | -9 | 10 | -10
O=C(N/N=C/c1ccco1)C1CC(=O)N(c2ccccc2)C1 (stereo not given) | 2 | 6 | 3 | -3 | 0.94 | -8 | -3 | 10 | 10
COc1ccc(N(CC(=O)Nc2cc(C)ccc2C)S(=O)(=O)c2c(C)[nH]c(=O)[nH]c2=O)cc1 | 7 | -8 | 4 | -2 | 1.1 | -10 | -3 | 2 | -8
O=C(CCl)NCCNC(=O)c1cc(OCC(F)(F)F)ccc1OCC(F)(F)F | 11 | 2 | 2 | -5 | 0.98 | 9 | -4 | -16 | 3
Cc1ccc(S(=O)(=O)CC(=O)NC(C)(C)C)cc1 | -1 | 5 | 0 | -1 | 0.95 | -9 | -1 | -3 | 9
CCCOc1ccc(C(=O)NNC(=O)c2cccc(S(=O)(=O)N3CCN(C(C)=O)CC3)c2)cc1OC | -11 | 8 | -4 | 3 | 0.92 | -5 | -9 | 2 | -1
OCCN(CCO)CC(O)Cn1c2ccccc2c2ccccc21 (stereo not given) | 5 | -10 | -4 | -1 | 1.1 | -9 | -8 | -3 | -6
COc1ccc(CCNC(=O)COC(=O)c2ncc(Cl)c(Cl)c2Cl)cc1OC | 1 | -4 | 2 | -4 | 1 | -5 | 13 | 0 | 23
Cc1nn(-c2ccccc2)c(C)c1C(=O)Oc1ccccc1 | 13 | -4 | -5 | 0 | 1 | -10 | -7 | 6 | 19
O=S(=O)(c1ccccc1)N1N=C(c2cccs2)CC1c1ccc(Br)cc1 (stereo not given) | 10 | 11 | -4 | -3 | 0.89 | 3 | -2 | 27 | 19
Cc1nn(Cc2ccccc2)c(Cl)c1/C=C/C(=O)OCC(=O)N1CCCC1=O | 7 | 8 | 1 | -1 | 0.92 | -7 | -2 | -6 | -19
COc1cc(Cl)ccc1OCc1cc(C(=O)NC(C)Cc2cnccn2)no1 (stereo not given) | 30 | -13 | 1 | 3 | 1.1 | 3 | 4 | 2 | 21
CCn1c(C)nc2cc(C(=O)N/N=C(\C)c3ccccc3O)ccc21 | 9 | 0 | 2 | -2 | 0.99 | -56 | -4 | 31 | 14
COC(=O)c1ccccc1NC(=O)COC(=O)C1CCCCC1 | 11 | 10 | -2 | -4 | 0.91 | -3 | -3 | -4 | 11
COc1ccc(-n2nc(C(=O)NCC(=O)N3CCN(Cc4ccc5c(c4)OCO5)CC3)c3ccccc3c2=O)cc1OC | 0 | 2 | 4 | -4 | 0.98 | -4 | -3 | 4 | -5
Cc1ccccc1N(CC(=O)NCc1ccccc1)C(=O)CCC(=O)Nc1nccs1 | 4 | -6 | -3 | 0 | 1.1 | -8 | -8 | -7 | 5
CC1(C)Cc2c(ccc3ccccc23)/C(=C/C(=O)N2CCCCC2)N1 | 30 | -1 | -3 | -3 | 1 | 7 | -4 | 30 | 45*
CCCCN(CC)c1nc(-c2ccncc2)nc2ccccc12 | 30 | 7 | -1 | -5 | 0.93 | 21 | -1 | 25 | 43*

Later entries:
SMILES | NLRP3 yeast inh | mIAP inh | A3A deaminase | beta cell repl | mIAP act | hIAP block | A3G deaminase | TIM10 inh | tim10-1 inh
CCOc1cc(CNC2CCCC2)ccc1OCc1ccccc1Cl | 8 | 3 | 0 | -5 | 0.97 | -3 | -1 | 7 | 11
CCOC(=O)C(CC)Sc1ccc2nnc(-c3cccnc3)n2n1 (stereo not given) | 5 | 2 | 1 | -2 | 0.98 | -6 | -2 | -14 | 13
Nc1n[nH]c(S(=O)(=O)CCCc2ccccc2)n1 | -6 | -4 | -3 | -1 | 1 | -7 | -4 | -4 | -16
CCC(=O)n1nc(NCc2ccc(OC)c(OC)c2)nc1NCc1ccc(OC)c(OC)c1 | -14 | 6 | 0 | -2 | 0.94 | -14 | -5 | 4 | 9
O=C(CSCCNS(=O)(=O)c1ccccc1)Nc1ccccc1 | -4 | -8 | -2 | 3 | 1.1 | -26 | -5 | -2 | -16
COc1ccccc1/C=C(/C(=O)OCC(=O)Nc1ccccc1C)c1ccccc1 | 11 | 12 | -4 | -2 | 0.88 | -12 | -10 | 28 | 29
Cc1noc(NS(=O)(=O)c2ccc(NC(=O)CSc3n[nH]c(-c4ccccc4)n3)cc2)c1C | 10 | 2 | 0 | -1 | 0.98 | 6 | 3 | 5 | 10
COc1ccc(CNC(=O)Cn2ccc([N+](=O)[O-])n2)cc1OC | -9 | 5 | -1 | 3 | 0.95 | -6 | -2 | 12 | 17
CC(C)c1nnc(NC(=O)c2c(O)c3cccc4c3n(c2=O)CCC4)s1 | 18 | 1 | -6 | -6 | 0.99 | 16 | -6 | 2 | -9
O=C(CCc1n[nH]c(=O)[nH]c1=O)N/N=C/c1ccco1 | -11 | 8 | 22 | 2 | 0.92 | 8 | 0 | 11 | 5

Source: PubChem
